Exocytosis inh – blocks lytic granule exocytosis | 0.66% of 360,000 active | inhibition, % at 10 µM | TALL-104 LAMP-1 surface exposure, flow cytometry; cells stimulated with thapsigargin and PMA | AID 651702;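 active means inhibition above about 55%, limit read from the data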
CaV13 FRET inh – Disruptors of the CACNA1D IQ motif to Ca2+-dependent inactivation inhibitor domain association, primary screening, Förster resonance energy transfer in intact living …; inhibition, % at 12.3 µM; 0.098% of 340,000 active; HEK cells, CFP/YFP FRET ICDI-IQ, plate reader, 10 min; percent FRET-ratio fall versus neutral wells;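 active means mean replicate inhibition of at least 30% and at least 1% of replicates passing that level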;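 further: 0% = median of the neutral control wells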
PDI inh – blocks human protein disulfide isomerase activity. AID 588391. P07237. PDI insulin aggregation turbidity, A650, 90 min. inhibition, % at 10 µM. 0.052% of 350,000 active;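 active means mean inhibition across replicates of 30% or more, whatever share of single replicates reach that level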;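 further: absorbance from insulin aggregation driven by PDI reduction with DTT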
Target sequence (P07237 whole entry, looked up): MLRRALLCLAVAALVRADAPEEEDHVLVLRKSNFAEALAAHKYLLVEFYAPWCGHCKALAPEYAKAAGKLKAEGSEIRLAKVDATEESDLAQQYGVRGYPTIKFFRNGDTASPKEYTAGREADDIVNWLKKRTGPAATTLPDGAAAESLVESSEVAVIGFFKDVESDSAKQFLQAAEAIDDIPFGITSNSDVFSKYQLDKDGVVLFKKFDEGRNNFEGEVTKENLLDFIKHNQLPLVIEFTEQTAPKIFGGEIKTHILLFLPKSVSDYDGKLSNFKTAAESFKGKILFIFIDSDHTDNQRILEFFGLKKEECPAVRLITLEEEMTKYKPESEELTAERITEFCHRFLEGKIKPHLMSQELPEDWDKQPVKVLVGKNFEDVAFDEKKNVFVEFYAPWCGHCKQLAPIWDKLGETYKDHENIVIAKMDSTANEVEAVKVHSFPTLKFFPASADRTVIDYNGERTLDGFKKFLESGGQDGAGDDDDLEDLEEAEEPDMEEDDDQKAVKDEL
Cardio protect – protects H9c2 cardiomyocytes from peroxide injury. H2O2 injury protection, ATPLite, 2 h. 0.63% of 360,000 active. AID 588492. protection from H2O2 cell death, % at 20 µM;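 active means compounds giving at least 50% protection of heart cells from peroxide-induced death in the single-dose screen, raw or plate-pattern-corrected value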;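 further: 0% = DMSO wells with peroxide and 100% = DMSO wells without peroxide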
MC4R ag barr – human MC4R agonism via beta-arrestin; P32245; 0.98% of 360,000 active; U2OS MC4R beta-arrestin complementation, luminescence; percent of melanotan II response, DMSO zero; activation, % at 8.9 µM; AID 540308;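 active means activation above a per-plate cutoff, the mean activation of sample wells on that plate plus 3 SD, cut at about 8% in these data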
Target sequence (P32245 whole entry, looked up): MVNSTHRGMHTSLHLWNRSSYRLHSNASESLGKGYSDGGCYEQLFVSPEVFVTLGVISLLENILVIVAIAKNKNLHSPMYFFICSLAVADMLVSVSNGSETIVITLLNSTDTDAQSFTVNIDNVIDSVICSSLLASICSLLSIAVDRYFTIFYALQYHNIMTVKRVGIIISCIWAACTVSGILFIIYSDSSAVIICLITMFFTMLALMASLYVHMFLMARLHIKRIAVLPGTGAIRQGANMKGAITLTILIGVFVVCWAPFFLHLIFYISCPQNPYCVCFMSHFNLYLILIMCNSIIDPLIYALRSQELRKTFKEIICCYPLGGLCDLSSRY
HTR2A ag – mouse HTR2A agonism via beta-arrestin recruitment. 0.66% of 360,000 active. P35363. CHO-K1 mHTR2A beta-arrestin complementation, luminescence; percent of 30 µM serotonin response. activation, % at 7.6 µM. AID 624169;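 active means activation above a run cutoff, the mean activation of all tested compounds plus 3 SD, cut at about 14% in these data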;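 further: 0% = plate median of compound wells and 100% = 30 µM serotonin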
ABHD5 PLIN5 PPI – inhibitors of human ABHD5-perilipin-5 interaction. Split G. princeps luciferase complementation, luminescence, 4 h. inhibition, % at 4 µM. 0.78% of 360,000 active. AID 602281;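 active means inhibition above the mean inhibition across every tested compound plus 3 SD, cut at about 22% in these data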;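 further: 0% = DMSO only wells and the 100% control is not disclosed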
Glyco luc inh – N-linked glycosylation inhibition; AID 588692; D54 ERlucT glycosylation luciferase reporter, 24 h; percent of 100 nM tunicamycin response; reporter increase, % at 12.5 µM; 0.23% of 360,000 active;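 active means mean luciferase reporter signal, scaled so untreated is 0 and the glycosylation-blocking control 100, at or above a set limit in every replicate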;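 further: luciferase carries N-glycosylation sites so blocking glycosylation raises the light; 0% = median of neutral control wells and 100% = median of 100 nM tunicamycin wells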
ABCB6 inh 2 – inhibitors of human ABC transporter ABCB6. fluorescence ratio to DMSO, % at 10 µM. K562-ABCB6 porphyrin accumulation, flow cytometry, 1 h; active compounds read low. Q9NP58. 0.19% of 360,000 active;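 active means fluorescence ratio to DMSO below 75%, the collection mean minus 3 SD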;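 further: signal is porphyrin accumulated inside mitochondria; 100% equals median channel fluorescence of DMSO control wells; lower ratio means ABCB6 inhibition with less porphyrin fluorescence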
MC4R antagonist – blocks human MC4R cAMP signaling; P32245; MC4R-expressing cells, MTII-stimulated cAMP, LANCE TR-FRET; inhibition, % at 6.5 µM; 0.48% of 360,000 active;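 active means inhibition above its plate's cutoff, the mean of tested wells on that plate plus 3 SD, cut at about 29% in these data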;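 further: 0% = Melanotan II alone and 100% = Melanotan II plus saturating MCL0020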
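system = U2OS cells with stable human MC4R expression | also added = Melanotan II challenge after compound preincubation | dosing = one concentration, 6.5 µM nominal | incubation = compound 30 min, challenge 1 h, detection 1 h | measured by = TR-FRET with Eu-cAMP and labeled anti-cAMP, 671 nm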
Active calls of the source: *. Compounds were not picked by outcome (roughly 4.2% active in at least one column).

For CC(C)(C)OC(=O)N1CCN(C(=O)c2[nH]cnc2C(=O)NCC(=O)OCc2ccccc2)CC1 the results were Exocytosis inh 4, CaV13 FRET inh 2, PDI inh -1, Cardio protect 39, MC4R ag barr 1.1, HTR2A ag -3, ABHD5 PLIN5 PPI 0, Glyco luc inh 3, ABCB6 inh 2 101 and MC4R antagonist 11.
Screening O=C(CN1CCOCC1)Nc1c2c(nc3c1CCC3)CCC2 returned Exocytosis inh 23, CaV13 FRET inh -6, PDI inh 4, Cardio protect 3, MC4R ag barr -2.5, HTR2A ag -3, ABHD5 PLIN5 PPI -4, Glyco luc inh 1, ABCB6 inh 2 105 and MC4R antagonist -1.
For COCCNC(=O)CN(C(=O)c1ccc(N2CCCC2)nc1)c1ccc(F)c(Cl)c1 the results were Exocytosis inh 1, CaV13 FRET inh -3, PDI inh -2, Cardio protect 0, MC4R ag barr -0.9, HTR2A ag 0, ABHD5 PLIN5 PPI 3, Glyco luc inh 0, ABCB6 inh 2 96 and MC4R antagonist 8.
For C#CC(CCN1CCCCC1)(OC)c1ccccc1 (centres undefined) the results were Exocytosis inh -8, CaV13 FRET inh -21, PDI inh 10, Cardio protect 7, MC4R ag barr 1.2, HTR2A ag 9, ABHD5 PLIN5 PPI 0, Glyco luc inh 0, ABCB6 inh 2 90 and MC4R antagonist -1.
For CC(C)C[C@@H](CN1CCC[C@@H]1CN1C(=O)C(=O)NC[C@@H]1Cc1ccc(O)cc1)N1C[C@H](Cc2ccc(O)cc2)N(CC2CCCCCC2)C(=O)C1=O the results were Exocytosis inh -1, CaV13 FRET inh -9, HTR2A ag -1, ABHD5 PLIN5 PPI 1 and ABCB6 inh 2 102.
`O=C(CCNC(=O)Cn1ccc2ccccc2c1=O)NCCCN1CCOCC1` gave Exocytosis inh -3, CaV13 FRET inh -6, PDI inh -14, Cardio protect 2, MC4R ag barr 1.1, HTR2A ag -2, ABHD5 PLIN5 PPI 2, Glyco luc inh 1, ABCB6 inh 2 104 and MC4R antagonist 4.
CN(C)c1ccc(C#Cc2ccc3cc(CCO)oc(=O)c3c2)cc1 was read as Exocytosis inh -6, PDI inh -7, Cardio protect -22, MC4R ag barr -0.5, HTR2A ag -1, ABHD5 PLIN5 PPI 0, Glyco luc inh -8, ABCB6 inh 2 115 and MC4R antagonist 43*.
Screening Cc1c(Cl)cccc1NC(=S)Nn1cnnc1 returned Exocytosis inh -4, CaV13 FRET inh -2, PDI inh -6, Cardio protect -10, MC4R ag barr -0.9, HTR2A ag 1, ABHD5 PLIN5 PPI 5, Glyco luc inh 1, ABCB6 inh 2 76 and MC4R antagonist 0.
For CCOc1cc(/C=N/NC(=O)c2ccncc2)ccc1OC(=O)c1ccccc1 the results were Exocytosis inh -3, CaV13 FRET inh -12, PDI inh 15, Cardio protect 23, MC4R ag barr -0.4, HTR2A ag -4, ABHD5 PLIN5 PPI 4, Glyco luc inh 0, ABCB6 inh 2 100 and MC4R antagonist 1.
`O=c1[nH][nH]c2c1[C@H](c1ccc(Cl)cc1)O[C@H](C1CCCCC1)C2` gave Exocytosis inh -5, CaV13 FRET inh -6, HTR2A ag -2, ABHD5 PLIN5 PPI 0 and ABCB6 inh 2 103.
Screening CN(CCCn1c(=S)[nH]c2ncccc2c1=O)Cc1ccccc1 returned Exocytosis inh 2, CaV13 FRET inh 3, PDI inh -2, Cardio protect 1, MC4R ag barr -1.9, HTR2A ag 6, ABHD5 PLIN5 PPI 2, Glyco luc inh -2, ABCB6 inh 2 96 and MC4R antagonist 0.
For CSc1nc(-c2ccc(C)cc2)nc(N)c1C#N the results were Exocytosis inh -8, CaV13 FRET inh -12, PDI inh 2, Cardio protect -9, MC4R ag barr 4.6, HTR2A ag 6, ABHD5 PLIN5 PPI -8, Glyco luc inh 2, ABCB6 inh 2 102 and MC4R antagonist 17.
For COc1ccccc1C(=O)NCc1ccncc1 the results were Exocytosis inh -5, CaV13 FRET inh -8, PDI inh -5, Cardio protect 1, MC4R ag barr -2.2, HTR2A ag 1, ABHD5 PLIN5 PPI -4, Glyco luc inh 1, ABCB6 inh 2 97 and MC4R antagonist 5.
`COc1ccc(-n2nc(C(=O)NCC(=O)N3CCN(c4ccc(F)cc4)CC3)c3ccccc3c2=O)c(OC)c1` gave Exocytosis inh 4, CaV13 FRET inh -3, PDI inh -3, Cardio protect -13, MC4R ag barr -1.1, HTR2A ag 2, ABHD5 PLIN5 PPI -7, Glyco luc inh 1, ABCB6 inh 2 98 and MC4R antagonist -5.
For CC1=C(C(=O)OC(C)C)C(c2ccco2)NC(=O)N1 (centres undefined) the results were Exocytosis inh 2, PDI inh -4, Cardio protect 13, MC4R ag barr -2.0, HTR2A ag -2, ABHD5 PLIN5 PPI -3, Glyco luc inh 5, ABCB6 inh 2 100 and MC4R antagonist 0.
O=C(CC1(O)C(=O)Nc2ccc(Br)cc21)c1ccc2c(c1)OCO2 (centres undefined) was read as Exocytosis inh -3, CaV13 FRET inh -6, PDI inh -2, Cardio protect 0, MC4R ag barr -1.9, HTR2A ag 0, ABHD5 PLIN5 PPI -1, Glyco luc inh 1, ABCB6 inh 2 102 and MC4R antagonist 0.
For Cc1cc(C)c(C)c(S(=O)(=O)N2CCC(C(=O)NC3=NCCS3)CC2)c1C the results were Exocytosis inh 7, CaV13 FRET inh -5, PDI inh -5, Cardio protect 1, MC4R ag barr -3.9, HTR2A ag -2, ABHD5 PLIN5 PPI -3, Glyco luc inh 4, ABCB6 inh 2 96 and MC4R antagonist 3.
Screening CCCCCn1c(C(C)NC(=O)CCC)nc2ccccc21 (centres undefined) returned Exocytosis inh -4, CaV13 FRET inh -6, Cardio protect 2, MC4R ag barr -1.2, HTR2A ag 5, ABHD5 PLIN5 PPI -1, Glyco luc inh 0, ABCB6 inh 2 96 and MC4R antagonist 4.
Screening COc1cccc(-c2cc(C(=O)N3CCN(C(=O)c4ccco4)CC3)[nH]n2)c1 returned Exocytosis inh -1, CaV13 FRET inh -4, PDI inh -20, Cardio protect 6, MC4R ag barr -0.7, HTR2A ag 2, ABHD5 PLIN5 PPI 2, Glyco luc inh 0, ABCB6 inh 2 96 and MC4R antagonist -3.
For COc1ccc(C2=NOC(C(=O)NCCCn3ccnc3)C2)cc1 (centres undefined) the results were Exocytosis inh -1, CaV13 FRET inh -4, PDI inh -13, Cardio protect 2, MC4R ag barr -1.4, HTR2A ag 11, ABHD5 PLIN5 PPI 6, Glyco luc inh 2, ABCB6 inh 2 88 and MC4R antagonist 1.
Screening Cc1ccc(N2CCN(C(=O)Nc3cccc([N+](=O)[O-])c3)CC2C)cc1 (centres undefined) returned Exocytosis inh 6, CaV13 FRET inh 2, PDI inh 4, Cardio protect -11, MC4R ag barr 0.8, HTR2A ag -2, ABHD5 PLIN5 PPI 5, Glyco luc inh 6, ABCB6 inh 2 85 and MC4R antagonist 1.
`CCCC1=NN2C(=N)/C(=C\c3cc(C)n(Cc4ccccc4)c3C)C(=O)N=C2S1` gave Exocytosis inh -5, CaV13 FRET inh -13, PDI inh 6, Cardio protect -3, MC4R ag barr 2.1, HTR2A ag -2, ABHD5 PLIN5 PPI -31, Glyco luc inh -1, ABCB6 inh 2 100 and MC4R antagonist 18.
Cc1ccc(C(=O)N2NC(c3ccccc3F)C3C(=O)N(c4cccc(C)c4)C(=O)C32)cc1 (centres undefined) was read as Exocytosis inh 3, CaV13 FRET inh 24, Cardio protect -12, MC4R ag barr 3.1, HTR2A ag 5, ABHD5 PLIN5 PPI -9, Glyco luc inh 1, ABCB6 inh 2 107 and MC4R antagonist 10.
For COc1cccc2sc(N3CCN(C(=O)C4COc5ccccc5O4)CC3)nc12 (centres undefined) the results were Exocytosis inh -3, CaV13 FRET inh -7, PDI inh 8, Cardio protect 4, MC4R ag barr -2.7, HTR2A ag -2, ABHD5 PLIN5 PPI -9, Glyco luc inh 2, ABCB6 inh 2 92 and MC4R antagonist 5.
`Cc1ccccc1NC(=O)c1nnn(-c2ccc3c(c2)OCCO3)c1N` gave Exocytosis inh -2, CaV13 FRET inh -5, PDI inh -2, Cardio protect -14, MC4R ag barr 2.3, HTR2A ag -7, ABHD5 PLIN5 PPI 1, Glyco luc inh -8, ABCB6 inh 2 101 and MC4R antagonist 15.
For O=C(Nc1nc2c(s1)CCc1ccccc1-2)c1ccco1 the results were Exocytosis inh 0, CaV13 FRET inh -5, PDI inh 0, Cardio protect 16, MC4R ag barr 0.0, HTR2A ag -6, ABHD5 PLIN5 PPI -3, Glyco luc inh 10, ABCB6 inh 2 94 and MC4R antagonist 7.
Screening COc1nc(-c2ccccc2)c2c(c1C#N)CC(C)(C)OC2 returned Exocytosis inh 8, CaV13 FRET inh -5, PDI inh -5, Cardio protect 10, MC4R ag barr 0.9, HTR2A ag 0, ABHD5 PLIN5 PPI 0, Glyco luc inh 1, ABCB6 inh 2 101 and MC4R antagonist 2.
Screening O=C(NCCO)C(=O)c1c(-c2ccc(Cl)cc2)cc2ccccn12 returned Exocytosis inh -1, CaV13 FRET inh -4, PDI inh 15, Cardio protect 1, MC4R ag barr -0.5, HTR2A ag -3, ABHD5 PLIN5 PPI 2, Glyco luc inh 3, ABCB6 inh 2 103 and MC4R antagonist 4.
CN(Cc1ccccc1)C(=O)CSc1cc(=O)n(C)c2ccccc12 was read as Exocytosis inh 2, CaV13 FRET inh 1, PDI inh -1, Cardio protect -1, MC4R ag barr -0.5, HTR2A ag 2, ABHD5 PLIN5 PPI 1, Glyco luc inh 5, ABCB6 inh 2 96 and MC4R antagonist -2.
`Cc1ccc(S(=O)(=O)N(C)CC(=O)NCCCn2nc(C)cc2C)cc1` gave Exocytosis inh -12, CaV13 FRET inh -6, PDI inh -26, Cardio protect -4, MC4R ag barr -3.1, HTR2A ag 0, ABHD5 PLIN5 PPI 0, Glyco luc inh 0, ABCB6 inh 2 96 and MC4R antagonist -1.
COCCOc1ccc(C(F)(F)F)cc1NC(=O)c1ccc(C)cc1 was read as Exocytosis inh -4, CaV13 FRET inh -3, PDI inh 5, Cardio protect -11, MC4R ag barr 15*, HTR2A ag 3, ABHD5 PLIN5 PPI 7, Glyco luc inh -1, ABCB6 inh 2 102 and MC4R antagonist -2.
For CN(CC(=O)Nc1ccc(Cl)c(Cl)c1)C(=O)c1cccc2cccnc12 the results were Exocytosis inh -2, CaV13 FRET inh -3, PDI inh -2, Cardio protect 2, MC4R ag barr -1.1, HTR2A ag -1, ABHD5 PLIN5 PPI 0, Glyco luc inh 3, ABCB6 inh 2 91 and MC4R antagonist -5.
CSc1c(CC(=O)Nc2ccccc2)n(Cc2ccccc2)c2ccccc12 was read as Exocytosis inh 0, CaV13 FRET inh -5, PDI inh -1, Cardio protect -4, MC4R ag barr 3.1, HTR2A ag 7, ABHD5 PLIN5 PPI -4, Glyco luc inh -2, ABCB6 inh 2 96 and MC4R antagonist 7.

Bioassay records: PubChem BioAssay, several laboratories
